From PubChem
TRPM1 prom inh = reduces MITF-dependent TRPM1 promoter luciferase signal; 330,000 compounds, 0.83% hits; SK-MEL-5 TRPM1 promoter luciferase, 24 h; inhibition, % at 12.5 µM;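 active = mean inhibition across replicates of 60% or more, whatever share of single replicates reaches that level; inconclusive = some that reach 60%, reason not given; inactive = mean inhibition across replicates below 60%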; also: values of inactives mirror those of a sister screen read the other way
KKLEB cytotox = CF airway cell cytotoxicity counter-screen. activity change (cytotoxicity), % at 5 µM. 360,000 compounds, 0.36% hits. KKLEB CF airway cells viability, ATPlite luminescence, overnight; active compounds read low; cells stimulated with P. aeruginosa culture filtrate. AID 602141;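 active = corrected activity change at or below -50% at 5 µM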
NR2E3 ag-1 = activates human NR2E3 receptor | CHO-S Gal4-NCOR/VP16-NR2E3 two-hybrid, luciferase | 360,000 compounds, 0.35% hits | inhibition of corepressor binding, % at 3.98 µM | AID 602229 | Q9Y5X4;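 active = inhibition above the mean of all tested compounds plus 3 SD, cut at about 70% in these data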;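 also: 0% = DMSO with NR2E3 transfected cells and 100% = cells lacking NR2E3 construct; higher means lower luciferase signal from less NR2E3 corepressor binding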
Target sequence (Q9Y5X4 whole entry, looked up, the tested form may be a part): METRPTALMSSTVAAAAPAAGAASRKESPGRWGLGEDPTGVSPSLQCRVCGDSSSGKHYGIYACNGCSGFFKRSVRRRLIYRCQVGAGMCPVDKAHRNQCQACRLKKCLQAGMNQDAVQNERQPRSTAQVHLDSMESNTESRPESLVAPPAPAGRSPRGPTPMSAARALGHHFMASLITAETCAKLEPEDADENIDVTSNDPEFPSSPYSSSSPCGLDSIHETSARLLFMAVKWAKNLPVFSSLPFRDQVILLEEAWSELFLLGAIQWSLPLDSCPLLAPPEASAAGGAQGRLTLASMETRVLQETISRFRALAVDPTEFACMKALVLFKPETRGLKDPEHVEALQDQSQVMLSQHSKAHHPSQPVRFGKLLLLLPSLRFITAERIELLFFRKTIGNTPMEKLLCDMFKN
CF NFkB inh = blocks PAF-induced NF-kB reporter in cystic fibrosis cells; inhibition, % at 5 µM; 360,000 compounds, 0.86% hits; KKLEB NF-kB-GFP reporter, GFP fluorescence overnight;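 active = at least 50% inhibition at 5 µM, scaled per plate between neutral and stimulator controls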;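 also: PAF is a Pseudomonas aeruginosa culture filtrate used as stimulus; plate controls were PAF-stimulated DMSO wells for no effect and unstimulated DMSO wells for full effect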
HIF-2a inh = blocks HIF-2a reporter activity. AID 624352. inhibition, % at 18.8 µM. 786-0 RCC cells HIF-2a reporter, luciferase luminescence, overnight. 360,000 compounds, 0.72% hits;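 active = inhibition of the luminescence signal of 40% or more relative to plate controls, in a single-dose primary screen at 18.75 µM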
Peg3 promoter = reduces Peg3 promoter-driven luciferase expression in HeLa. HeLa PEG-Prom luciferase reporter, luminescence, overnight. inhibition, % at 20 µM. AID 588405. 360,000 compounds, 1.7% hits;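 active = inhibition of at least 50% at 20 µM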
C8 TRAIL sens = caspase-8 TRAIL sensitization. NB7+C8 cells + TRAIL, ATPlite viability luminescence. inhibition (viability loss, TRAIL sensitization), % at 10 µM. 360,000 compounds, 1% hits. AID 624354;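 active = compounds causing at least 50% loss of cell viability in the single-dose screen, relative to plate controls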
NR2E3 ag-2 = NR2E3 (human) agonism; Q9Y5X4; GST-NR2E3/biotin-RetCOR TR-FRET, 1536-well; inhibition of corepressor binding, % at 4.78 µM; 320,000 compounds, 0.12% hits; AID 2300;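 active = percent inhibition above the cutoff of mean plus 3 SD of all tested compounds, set per screening campaign, cut at about 20% in these data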;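 also: 0% = DMSO wells and 100% = biotin wells as full block of FRET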
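System: GST-NR2E3 and biotin-RetCOR proteins; probe or stimulus: 7 nM biotin-RetCOR; doses: compound at 4.8 µM, single dose; schedule: Compound–protein incubation for 5 h at 4 °C; detection: time-resolved FRET; read-out: percent inhibition; controls: biotin wells as high control, 0.6% DMSO wells as low control; format: 1536-well plates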
TWEAK Fn14 block = blocks TWEAK-Fn14 interaction in a reporter cell assay; 360,000 compounds, 2% hits; AID 1159606; TWEAK-stimulated Fn14 reporter cells, luciferase luminescence, 8 h; inhibition, % at 10 µM; in the data active = inhibition above about 50%
TROY signal inh = inhibitors of TROY-dependent NF-kB signaling; Q293 LMP1-TROYcd NF-kB luciferase reporter, 4 h; inhibition, % at 10 µM; 360,000 compounds, 0.98% hits; AID 1347056;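 active = compounds whose plate-normalised and pattern-corrected inhibition of the luciferase reporter signal at the single screening dose is 50% or more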
Shn3 inh set2 = inhibitors of Schnurri-3 3'UTR reporter in osteoblasts. Clone20 osteoblast Shn3 3'UTR firefly luciferase, 24 h. inhibition, % at 12.5 µM. 360,000 compounds, 0.52% hits. AID 588674;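 active = mean inhibition of at least 75% with every replicate also reaching 75%; inconclusive = mean inhibition at least 75% but some replicate below; inactive = mean inhibition below 75%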;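 also: 0% = median of neutral control wells and 100% = pilot-screen positive control compound; some compounds past the cut are filed as inactive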
* marks the source's active call; other numbers are inactive results; ? = inconclusive; nt = no result given.

SMILES	TRPM1 prom inh	KKLEB cytotox	NR2E3 ag-1	CF NFkB inh	HIF-2a inh	Peg3 promoter	C8 TRAIL sens	NR2E3 ag-2	TWEAK Fn14 block	TROY signal inh	Shn3 inh set2
CC1(C(=O)Nc2cccc(C(F)(F)F)c2)Cc2c(-c3ccccc3)ccnc2O1 (stereo not drawn)	nt	15	8	-22	10	33	5	nt	-2	-5	20
CC1(c2ccc(Cl)c(Cl)c2)NC(=S)N2C1NC(=S)N2c1ccccc1 (stereo not drawn)	-4	3	-6	4	-49	-40	-13	1	-20	0	13
CCc1ccc(NC(=O)N2CCC(c3ccccc3)C2)cc1 (stereo not drawn)	-52	-17	-115	-4	-269	-371	20	-1	14	-68	-75
CN(C(=O)c1ccccc1[N+](=O)[O-])c1ccccc1C(=O)NCc1ccccc1	-10	19	12	-18	3	8	0	2	8	4	8
O=C(CN1CCc2ccccc21)Nc1ccc2c(c1)OCO2	2	6	-22	-19	-37	-19	-4	-3	-48	-38	1
O=S(=O)(NCCNS(=O)(=O)c1cccs1)c1cccs1	12	1	-15	-9	5	12	9	1	-14	-11	8
CC1CN(c2nnc(-c3ccccc3)c3ccccc23)CC(C)O1 (stereo not drawn)	15	9	-25	1	-7	9	5	3	-8	3	-8
O=C(Nc1ccccc1)c1ccc(NCCN2C(=O)CCC2=O)c([N+](=O)[O-])c1	7	13	-12	-17	-19	7	0	-1	-30	-13	10
CCCCNC(=O)c1cn(CC)c2cc(N3CCN(C(=O)c4ccco4)CC3)c(F)cc2c1=O	2	-1	-5	6	0	37	12	1	0	14	31
Cc1ccc(S(=O)(=O)/N=C(/Nc2ccc(F)cc2F)c2ccc(F)cc2)cc1	-5	-3	3	-5	15	2	-6	-2	-13	-16	-8
Clc1ccc(/C=N\Nc2ccccc2)cc1	-38	6	-10	-22	-255	-209	12	1	-6	0	-42
O=C(Nc1ccc(C(O)c2ccccc2)cc1)[C@H]1C[C@H](O)[C@@H](CO)O1 (stereo partly drawn)	nt	12	-6	-27	4	5	-11	nt	12	0	-4
CCCC(=O)c1cc(F)c(N2CCN(CCC#N)CC2)cc1C	6	0	-5	2	-9	12	1	-1	-3	5	-7
CCOc1ccccc1NC(=S)N(CCCN1CCOCC1)Cc1cn(C)c2ccccc12	4	-15	2	12	12	10	29	-3	-13	-11	22
CCN(c1ccccc1)S(=O)(=O)c1ccc(C(=O)NCc2ccccn2)cc1	-2	-15	15	-4	4	-1	4	nt	10	4	-11

Quoted from the entries so far for reference:
SMILES	TRPM1 prom inh	KKLEB cytotox	NR2E3 ag-1	CF NFkB inh	HIF-2a inh	Peg3 promoter	C8 TRAIL sens	NR2E3 ag-2	TWEAK Fn14 block	TROY signal inh	Shn3 inh set2
CCCC(=O)c1cc(F)c(N2CCN(CCC#N)CC2)cc1C	6	0	-5	2	-9	12	1	-1	-3	5	-7
CCOc1ccccc1NC(=S)N(CCCN1CCOCC1)Cc1cn(C)c2ccccc12	4	-15	2	12	12	10	29	-3	-13	-11	22
CCN(c1ccccc1)S(=O)(=O)c1ccc(C(=O)NCc2ccccn2)cc1	-2	-15	15	-4	4	-1	4	nt	10	4	-11

The listing continues:
SMILES	TRPM1 prom inh	KKLEB cytotox	NR2E3 ag-1	CF NFkB inh	HIF-2a inh	Peg3 promoter	C8 TRAIL sens	NR2E3 ag-2	TWEAK Fn14 block	TROY signal inh	Shn3 inh set2
O=C(COC(=O)c1ccc(S(=O)(=O)N2CCCCC2)cc1)Nc1ccccc1Cl	8	-4	0	-24	-2	12	-3	nt	-7	-5	6
O=C(Nc1cccn(Cc2c(F)cccc2Cl)c1=O)NC1CCCCC1	-11	-16	-16	3	-44	-5	-21	4	11	-2	9
CC1Sc2ccc(S(=O)(=O)NCCc3ccc(Cl)cc3)cc2NC1=O (stereo not drawn)	0	-6	34	7	10	15	-19	3	-6	32	-16
CCCCCCn1c(C(C)O)nc2ccccc21 (stereo not drawn)	6	4	-24	-12	9	2	-4	-1	6	-3	7
COc1ccc(C(=O)Nc2ccc3nc(C)sc3c2)cc1OC	-41	0	-84	25	-172	-129	-7	4	-24	-13	-51
Cc1ccc(N(C)C(=O)C2CCCN2S(=O)(=O)c2cccc3nsnc23)cc1 (stereo not drawn)	-2	-3	-18	3	12	12	-2	1	-12	-23	-6
CCOC(=O)CCn1nc(-c2ccccc2)cc1N	-5	4	-14	-2	-64	-46	10	-1	-14	-13	-6
CCOC(=O)c1cnc(-c2cccc(OC)c2)[nH]c1=O	5	-2	-3	5	-16	-14	-14	-3	1	-25	-2
C=CCNC(=S)NNC(=O)c1ccc2c(c1)OCO2	-3	8	-5	-6	-23	-20	-14	-3	-5	-50	-8
O=C(O)CCCCCCCCc1cn(CCc2c[nH]c3ccccc23)nn1	-8	-8	-21	2	7	5	5	1	0	-7	8
C/C(=N/NC(=O)CNC(=O)c1ccc2c(c1)OCO2)c1ccc2c(c1)CCCC2	2	0	12	1	3	16	0	-1	-19	0	14
Cc1ccn2c(CNCCCn3cccn3)c(C(=O)N3CCCCCC3)nc2c1	8	-3	-13	5	14	-7	-7	1	2	0	-32
Cc1cc(Cl)c2oc(C(=O)N(C)CCCN3CCOCC3)c(C)c2c1	-16	-19	-19	10	-10	19	3	-2	-1	-22	4
CC(C)(C)c1cc(C(=O)NNc2cc(C(F)(F)F)ccc2Cl)n(Cc2ccccc2)n1	-14	-5	-25	33	-70	23	4	7	-24	18	7
Cc1csc(=Nc2c(C)n(C)n(-c3ccccc3)c2=O)n1-c1ccccc1	-4	-15	-19	-5	8	7	-6	-1	6	12	-30
COc1ccc(CCn2c(=N)c(C(=O)N3CCN(C)CC3)cc3c(=O)n4ccccc4nc32)cc1	-24	-1	-24	-22	-8	-42	-6	4	-30	3	-3
O=C1CCNc2c(Cl)cc(Cl)cc21	1	8	-1	-1	24	14	5	2	-1	-5	5
CCOC(=O)c1c(C)[nH]c(C)c1S(=O)(=O)N(C)CC(=O)Nc1ccccc1	-1	-4	13	4	5	13	2	3	6	0	23
CCS(=O)(=O)Nc1cccc(C2=NN(S(=O)(=O)c3ccccc3)C(c3cccs3)C2)c1 (stereo not drawn)	-10	0	-8	-10	11	24	-3	3	-1	-10	11
CCC(C(=O)OCC(=O)Nc1ccc2[nH]c(=O)[nH]c2c1)c1ccccc1 (stereo not drawn)	-2	-2	-8	-4	8	5	-4	0	-7	-6	13
O=C(Cc1cccs1)N1CCC(c2nc3c(nnn3Cc3ccc(F)cc3)c(=O)[nH]2)CC1	0	12	-25	-7	15	21	-7	-1	-13	0	9
CC(C)(C)Cc1nnc(NC(=O)c2cc(-c3ccccc3)nc3ccccc23)s1	3	-5	-26	2	17	30	15	4	2	10	-2
COc1ccc(-c2coc3c(C)c4oc(=O)c(CC(=O)O)c(C)c4cc23)cc1	-2	11	16	-3	9	28	10	nt	8	17	-2
Cc1cc2ncc(-c3ccc(Cl)cc3)c(N)n2n1	-79	6	-52	-16	-233	-231	35	2	-10	-55	-71
Cc1cccc(NC(=S)NC(C)C(c2cccs2)N2CCN(C)CC2)c1C (stereo not drawn)	12	4	28	8	1	5	1	-4	17	-9	5
COc1ccc(-c2cc(C(=O)NCCc3ccc(S(N)(=O)=O)cc3)c3ccccc3n2)cc1	-24	-2	-37	1	-125	-32	4	7	-2	-24	-7
CCNc1nc(NCC)nc(OCCOC(C)=O)n1	-4	-1	11	-2	13	20	5	1	14	1	3
COc1ccc(NC(=O)COC(C)=O)cc1OC	-3	0	3	-13	12	2	1	-2	-6	19	-10
Cc1cc(NC(=O)c2ccc(C#N)cc2)n(-c2ccccn2)n1	-10	0	-9	-26	14	26	-5	-1	-25	8	-24
Cc1cccc(NC(=O)COc2ccc(-c3nn(C)c(=O)c4ccccc34)cc2)c1	-6	-6	-3	-10	-4	17	18	1	8	27	28
CS(=O)(=O)c1ccc(NC(=O)CCN2C(=O)C3CC=CCC3C2=O)cc1 (stereo not drawn)	5	-1	8	-9	11	7	-1	1	1	-14	-7
COc1ccc(F)cc1S(=O)(=O)Nc1ccc(C)cc1	3	2	-6	-2	17	21	-4	1	13	-6	3
COc1ccc(N2CCN(S(=O)(=O)CCNC(=O)C3CCCCC3)CC2)cc1	5	24	5	-2	-1	-3	-25	1	-5	-16	6
Oc1cccnc1CCc1ccccc1	-5	-21	-25	6	-19	-36	3	-1	7	2	2
CCOC(=O)Nc1cccc(NC(=O)c2cc(OC)cc(OC)c2)c1	-7	6	-15	-12	-33	-27	3	1	-19	-43	8
Cc1ccccc1NC(=O)c1sc(NC(=O)C2CC2)nc1C	-7	6	5	10	-27	-18	-2	-1	9	3	2
CC(C)NC1(C(N)=O)CCN(Cc2ccccc2)CC1	-5	-16	-4	10	7	14	10	nt	20	-5	-1
COc1ccc(N2C(=NC(=O)C3CCCCC3)SC3CS(=O)(=O)CC32)c(OC)c1 (stereo not drawn)	-4	-7	27	4	7	-8	13	1	1	-27	-1
CC1(Cc2ccccc2Cl)C(=O)Nc2ccc(OC(F)(F)F)cc21 (stereo not drawn)	nt	-2	-18	17	14	24	9	nt	14	4	-35
O=C(O)COc1ccc(NC(=O)c2ccc(NC(=O)c3ccco3)cc2)cc1	-2	-13	5	10	8	-5	11	1	2	5	4
O=C(CN1CCN(c2cccc(C(F)(F)F)c2)CC1)N(C1CC1)C1CCS(=O)(=O)C1 (stereo not drawn)	-5	13	8	25	-3	9	2	3	10	-19	-7
COc1cc(N)n(S(=O)(=O)c2ccc(C)cc2)n1	2	-20	-13	14	-2	-14	-11	0	-5	16	0
CCCC(=O)N(CCN1CCOCC1)c1nc2c(OC)ccc(C)c2s1	9	15	-35	-8	-17	-3	0	5	-9	-28	-8
CCOC(=O)C1CCN(C2CCN(C(=O)c3oc4c(F)cccc4c3C)CC2)CC1	16	7	-32	-11	-6	9	12	0	-14	-2	14
CCC(=O)NC(c1ccc(OC)c(OC)c1)c1cc(Cl)c2cccnc2c1O (stereo not drawn)	40	-29	3	36	16	55*	38	nt	-22	23	?
CCC(C)c1ccc(OCc2ccc(C(=O)OC)o2)cc1 (stereo not drawn)	-81	4	-231	-6	9	-173	-3	1	-46	-56	-79
Cc1ccc(C(=O)NC(C)c2ccc(-n3ccnc3)cc2)o1 (stereo not drawn)	-6	4	14	6	13	21	6	0	5	-20	6
CN(CC(=O)Nc1ccc(Cl)cc1)C(=O)CCc1nc2sc3c(c2c(=O)[nH]1)CCCC3	-8	4	3	-5	4	39	19	4	-23	-5	11
CC(=O)Nc1ccc(S(=O)(=O)Nc2cccc(NC(=O)C(C)(C)C)c2)cc1	7	-3	-10	-2	15	-3	-8	3	3	-9	7

Not all compounds are listed. The share of hits here may be higher or lower than overall.
